AddAB inh: less growth of phage-infected E. coli with AddAB. inhibition, % at 11.9 µM. E. coli expressing H. pylori AddAB, absorbance growth. actives 0.29% (n = 330,000); in the data active = inhibition above about 12%;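 note: 0% = vehicle wells of infected cells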
phage Ecoli inh: E. coli growth loss with phage present; growth absorbance; inhibition, % at 11.9 µM; actives 0.26% (n = 360,000); in the data active = inhibition above about 11%
DAGLB inh: blocks human DAGLB lipase activity; Q8NCG7; actives 0.059% (n = 340,000); inhibition, % at 5.17 µM; HEK293T DAGLB membrane lysate, EnzChek fluorogenic substrate; in the data active = inhibition above about 34%;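 note: 0% = enzyme with vehicle and 100% = wells lacking enzyme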
Target sequence (Q8NCG7 whole entry, looked up): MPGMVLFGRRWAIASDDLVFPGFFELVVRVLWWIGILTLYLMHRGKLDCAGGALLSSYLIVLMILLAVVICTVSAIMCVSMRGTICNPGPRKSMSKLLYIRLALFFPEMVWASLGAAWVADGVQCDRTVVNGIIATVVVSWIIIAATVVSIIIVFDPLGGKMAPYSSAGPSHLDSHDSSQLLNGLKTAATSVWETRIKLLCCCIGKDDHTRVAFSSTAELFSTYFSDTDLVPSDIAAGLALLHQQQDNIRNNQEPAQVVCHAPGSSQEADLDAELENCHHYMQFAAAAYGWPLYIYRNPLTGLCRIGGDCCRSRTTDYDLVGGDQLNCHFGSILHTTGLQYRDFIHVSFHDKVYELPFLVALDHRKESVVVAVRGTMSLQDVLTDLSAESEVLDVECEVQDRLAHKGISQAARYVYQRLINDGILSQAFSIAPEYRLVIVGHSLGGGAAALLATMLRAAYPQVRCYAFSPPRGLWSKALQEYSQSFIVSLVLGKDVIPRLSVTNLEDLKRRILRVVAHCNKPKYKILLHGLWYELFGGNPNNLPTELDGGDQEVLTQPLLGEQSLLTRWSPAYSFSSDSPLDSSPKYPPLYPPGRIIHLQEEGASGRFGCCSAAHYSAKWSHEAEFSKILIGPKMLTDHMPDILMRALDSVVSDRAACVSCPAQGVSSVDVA
CAL PDZ FP: blocks peptide binding to human CAL PDZ domain | Q9HD26 | purified CAL PDZ, TMR-peptide fluorescence polarization, 1 h | inhibition, % at 20 µM | actives 0.02% (n = 330,000);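 active = highest replicate inhibition of at least 40%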;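 note: plate controls were DMSO neutral control wells for no effect and unlabeled competitor peptide control wells for full effect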
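Material: tagged CAL PDZ protein CerCALP, purified; buffer or medium: sodium phosphate/NaCl buffer pH 7.4 with TCEP, IgG, Thesit; also added: fluorescent TMR peptide probe; schedule: 1 h incubation at room temperature before polarization reading; technique: fluorescence polarization from S- and P-plane intensities, G-factor corrected; control set: unlabelled peptide and DMSO controls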
Tat export inh: blocks Tat-dependent protein export in E. coli; inhibition, % at 10 µM; AID 488895; actives 0.036% (n = 340,000); E. coli MC4100 TorA-mCherry Tat export, fluorescence;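 active = mean replicate inhibition at least 50% and at least half of replicates individually reaching 50%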;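 note: exported cargo escapes ClpAP degradation while cytoplasmic cargo is degraded and loses fluorescence; 0% = median of neutral control wells and 100% = median of NaSCN control wells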
PvdQ acylase: blocks Pseudomonas aeruginosa PvdQ acylase activity. inhibition, % at 10 µM. actives 0.063% (n = 340,000). AID 488965. purified PvdQ acylase, fluorescence plate reader; in the data active = inhibition above about 30%, passing the limit was not always enough;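 note: 0% = vehicle neutral wells and 100% = reference inhibitor wells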
PfHsp90 yeast 2: growth inhibition of yeast expressing Plasmodium Hsp90. S. cerevisiae expressing PfHsp90, BacTiter-Glo ATP, 48 h; yeast lacking PDR1 and PDR3 efflux regulators. actives 0.32% (n = 310,000). inhibition, % at 9.4 µM;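 active = every replicate shows inhibition above about 80%, whatever the replicate mean, limit read from the data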;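 note: 0% = DMSO neutral controls and 100% = 20 µM radicicol positive controls; yeast relying on Plasmodium falciparum Hsp90 in place of its own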
Rtt109 HAT inh: inhibitors of Candida albicans Rtt109/Vps75 histone acetyltransferase; Q5AAJ8; purified Rtt109/Vps75, ThioGlo CoA-SH fluorescence, 4 h; inhibition, % at 34.9 µM; actives 0.16% (n = 330,000);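 active = inhibition of at least 50% in every replicate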
Target sequence (Q5AAJ8 whole entry, looked up): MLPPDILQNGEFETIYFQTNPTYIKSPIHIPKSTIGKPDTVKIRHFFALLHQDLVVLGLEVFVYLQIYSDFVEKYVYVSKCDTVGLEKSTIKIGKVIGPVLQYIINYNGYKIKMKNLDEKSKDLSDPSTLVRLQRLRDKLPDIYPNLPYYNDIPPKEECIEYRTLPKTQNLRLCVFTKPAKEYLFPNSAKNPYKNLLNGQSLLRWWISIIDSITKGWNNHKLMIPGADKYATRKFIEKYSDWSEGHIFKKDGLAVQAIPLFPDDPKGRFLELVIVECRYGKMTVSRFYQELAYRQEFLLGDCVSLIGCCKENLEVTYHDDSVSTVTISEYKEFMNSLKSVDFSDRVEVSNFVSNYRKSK
Wnt bcat act: activates Wnt/beta-catenin signaling in a reporter cell assay; actives 1.2% (n = 300,000); activation, % at 9.35 µM; activator, plate reader; in the data active = activation above about 30%, passing the limit was not always enough;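 note: 0% = neutral control wells and 100% = positive control wells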
E coli growth: bacterial growth inhibition, counter-screen for AddAB inhibitors. E. coli V3065 growth, OD600 absorbance, 18 h. inhibition, % at 11.9 µM. actives 0.27% (n = 330,000). AID 449728;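 active = inhibition above the campaign's mean inhibition across all tested compounds plus 3 SD, cut at about 9.9% in these data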;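 note: uninfected addAB+ strain grown without phage in ampicillin broth; 0% = DMSO wells and 100% = ciprofloxacin 0.95 µg/ml wells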
Active calls of the source: *; · = no result given; & = joins results of further samples.

SMILES | AddAB inh | phage Ecoli inh | DAGLB inh | CAL PDZ FP | Tat export inh | PvdQ acylase | PfHsp90 yeast 2 | Rtt109 HAT inh | Wnt bcat act | E coli growth
O=C(Cn1cc(COc2cccc([N+](=O)[O-])c2)nn1)c1ccc(O)cc1 | · | 1.9 | 3 | 0.0 | 2 | -5 | -35 | 6 | 3 | ·
Cc1ncsc1CCOC(=O)c1cccc([N+](=O)[O-])c1 | -7.2&-0.1 | 0.6&1.4 | -2&2 | -0.3&-1.4 | 5&21 | -10&3 | 23&19 | 1&-4 | 2 | -2.8&-4.1
Cc1ccc(N2C(=O)CSC2c2c(F)cccc2Cl)cc1 (stereo unspecified) | -1.8 | -2.3 | -2 | -1.5 | 0 | -12 | -29 | -4 | · | -1.5
N#Cc1cccnc1N1CCN(C(=O)c2cccc3c2C(=O)c2ccc(-c4ccc(F)cc4OCc4ccccc4)cc2S3(=O)=O)CC1 | 1.9 | 1.6 | 1 | -0.6 | -1 | -10 | -23 | 6 | -10 | -2.2
CCN1C(=O)N[C@@H](CCc2ccccc2)[C@H](C(=O)OC)[C@H]1C | 2.6 | 1.3 | 2 | 0.5 | 0 | -8 | 20 | 5 | 17 | 1.2
COc1ccc(-n2c(SCC(=O)N3CCCCC3)nnc2-c2cccnc2)cc1 | 1.6 | 1.5 | 0 | -1.3 | -5 | 4 | -23 | -9 | -4 | -0.2
COC(=O)Nc1sc2c(c1C(=O)N1CCOCC1)CCC(C)C2 (stereo unspecified) | 0.5 | 2.7 | -6 | -0.1 | 2 | -12 | · | 1 | 0 | -2.2
COC(=O)CN(C#N)c1nc(C)cc(C)n1 | 1.9 | 3.7 | 1 | -2.2 | -5 | -7 | 4 | -2 | -1 | 1.2
COc1ccc(CNS(=O)(=O)c2ccc(S(=O)(=O)N3CCCCC3)cc2)cc1 | 1.3 | 0.0 | -4 | -3.2 | 3 | -5 | 3 | -16 | · | -2.5
Cc1ccc(/C=N/NC(=O)c2c[nH]c3ccccc23)o1 | 0.7 | · | -6 | 0.5 | 0 | -10 | 26 | -7 | · | -0.1
COc1ccc(NC(=O)/C(=C\c2cccs2)NC(=O)c2ccco2)cc1 | 4.0 | 1.6 | 1 | 0.0 | -1 | -9 | -21 | 13 | -1 | -0.9
CCOc1ccc(N/N=C(/C#N)C(N)=O)cc1 | 1.3 | 2.2 | -1 | -2.5 | -5 | -9 | -8 | 13 | 1 | 0.9
CCOC(=O)c1c(C)oc2ccc(OC(=O)COc3c(F)c(F)c(F)c(F)c3F)cc12 | 0.0 | 4.7 | -8 | -1.0 | 0 | -17 | -18 | -11 | 6 | -2.1
O=c1nccc(SCc2ccc(Cl)cc2Cl)[nH]1 | 2.8 | 1.5 | 0 | -1.7 | -1 | -8 | -19 | 0 | -4 | -0.2
CC(C)(C)OC(=O)C[C@H]1C/C=C\C[C@@H](CC(=O)N[C@H](CO)Cc2ccccc2)C(=O)N2CCC[C@H]2COC1=O | -0.1 | 3.4 | 1 | -0.5 | -8 | 0 | -10 | -3 | -7 | 1.2
CC1Nc2ncnc(N3CCN(c4ccccn4)CC3)c2N(Cc2ccccc2)C1=O (stereo unspecified) | 2.6 | 1.2 | 9 | -2.0 | 2 | -17 | -40 | 1 | -3 | -2.3
CCOc1ccccc1NC(=O)CSc1nc2[nH]ncc2c(=O)[nH]1 | 1.5 | 1.3 | -2 | -0.6 | 5 | -16 | -35 | -2 | -1 | 2.2
Cc1nc(-c2ccc(F)cc2)c(CC(=O)N2CCN(S(=O)(=O)c3cccc([N+](=O)[O-])c3)CC2)s1 | · | 2.7 | 0 | -2.1 | -9 | 10 | · | 17 | -2 | ·
Cn1c(/N=C/c2cccs2)nc2ccccc21 | 2.0 | 4.6 | 3 | 0.1 | -1 | -5 | -16 | -7 | 0 | 2.9
COc1ccccc1CNC(=O)c1cc(-c2ccccc2)nn1CC1CC(c2cccc([N+](=O)[O-])c2)=NO1 (stereo unspecified) | 2.6 | 4.0 | -5 | 1.3 | 3 | 3 | · | 5 | -6 | 1.5
COc1ccc(S(=O)(=O)N2CCOCC2)cc1NC(=O)CSc1ccccc1 | 1.3 | 2.1 | 0 | 0.3 | 0 | -16 | 22 | 4 | 1 | 1.0
CC(=O)N(Cc1cc2cc(C)c(C)cc2n2nnnc12)CC1COCCO1 (stereo unspecified) | 2.9 | 2.6 | -4 | 0.3 | 2 | -7 | -5 | -7 | · | 2.2
Cc1ncc(CN2CCCC(C(=O)Nc3ccc(-c4ccco4)cc3)C2)cn1 (stereo unspecified) | 2.2 | -0.7 | 2 | -1.4 | -4 | 3 | -13 | 6 | 0 | 0.2
CCN(CC)S(=O)(=O)c1cccc(NC(=O)CNC2CCCCCC2)c1 | -2.0 | 1.1 | -1 | 0.3 | 0 | -17 | 7 | 7 | -1 | -1.5

Entries of single compounds as entered above:
CCOC(=O)c1c(C)oc2ccc(OC(=O)COc3c(F)c(F)c(F)c(F)c3F)cc12 reads AddAB inh: 0.0; phage Ecoli inh: 4.7; DAGLB inh: -8; CAL PDZ FP: -1.0; Tat export inh: 0; PvdQ acylase: -17; PfHsp90 yeast 2: -18; Rtt109 HAT inh: -11; Wnt bcat act: 6; E coli growth: -2.1
CCOc1ccccc1NC(=O)CSc1nc2[nH]ncc2c(=O)[nH]1 reads AddAB inh: 1.5; phage Ecoli inh: 1.3; DAGLB inh: -2; CAL PDZ FP: -0.6; Tat export inh: 5; PvdQ acylase: -16; PfHsp90 yeast 2: -35; Rtt109 HAT inh: -2; Wnt bcat act: -1; E coli growth: 2.2
Cc1nc(-c2ccc(F)cc2)c(CC(=O)N2CCN(S(=O)(=O)c3cccc([N+](=O)[O-])c3)CC2)s1 reads AddAB inh: ·; phage Ecoli inh: 2.7; DAGLB inh: 0; CAL PDZ FP: -2.1; Tat export inh: -9; PvdQ acylase: 10; PfHsp90 yeast 2: ·; Rtt109 HAT inh: 17; Wnt bcat act: -2; E coli growth: ·

Next part:
SMILES | AddAB inh | phage Ecoli inh | DAGLB inh | CAL PDZ FP | Tat export inh | PvdQ acylase | PfHsp90 yeast 2 | Rtt109 HAT inh | Wnt bcat act | E coli growth
CCCN(CCC)CCCNC(=O)c1cn(CC)c2ccc(S(=O)(=O)N(C)C3CCCCC3)cc2c1=O | 2.0 | 0.3 | 0 | -0.3 | -3 | -13 | -11 | 6 | -3 | -1.3
C=C(C)[C@@H]1CC[C@]2(C(=O)O)CC[C@]3(C)C(CCC4[C@@]5(C)CC[C@H](O)C(C)(C)C5CC[C@]43C)C12 (stereo partly specified) | 2.4 | 2.2 | -2 | -0.1 | -2 | -14 | -2 | -4 | -1 | -0.3
Cc1cc(C(F)(F)F)n2nc(-c3cnn(C)c3C(F)(F)F)c(Br)c2n1 | 0.4 | 2.7 | -6 | -0.8 | 2 | -13 | 11 | -18 | 0 | 0.0
CCc1ccc(NC(=S)N(CCN(C)C)C(C)c2ccncc2)cc1 (stereo unspecified) | 0.3 | 2.9 | -4 | 16 | -2 | -20 | 7 | 0 | 0 | 1.4
COC(=O)c1c(NC(=O)C(C)(C)C)sc2c1CCN(Cc1ccccc1)C2 | 1.5 | -0.5 | -11 | -0.2 | -8 | -13 | -17 | 4 | -3 | -0.8
CCCc1cc(=O)[nH]c(SCc2ccc(C#N)cc2)n1 | -0.2 | 1.9 | -3 | -0.1 | 0 | -9 | 13 | -3 | -1 | -3.5
COc1ccc(-c2cc3ccccc3oc2=O)cc1NC(=O)c1ccc(Br)o1 | -1.8 | 0.7 | 1 | -0.3 | 0 | -14 | -34 | -13 | · | 0.9
CC(C)(C)NC(=O)COc1ccc(-c2ccccc2)cc1 | 0.5 | 2.5 | -5 | -1.4 | 2 | 0 | · | 8 | · | 1.3
CCCC1=[N+](CC(C)=O)CCn2c(C)ccc21 | -1.1 | 1.6 | 3 | -0.5 | 14 | -3 | -9 | -5 | -1 | 0.7
Cc1ccc(S(=O)(=O)N2CCCC2CNC(=O)C(=O)Nc2ccc(F)cc2F)cc1 (stereo unspecified) | -3.1 | 4.6 | -2 | -2.6 | 12 | -11 | · | 4 | 0 | 0.2
COc1ccc(/C=C2\SC(=O)N(CCC(=O)Nc3ccc(S(=O)(=O)Nc4nccs4)cc3)C2=O)cc1 | -3.2 | 0.2 | 4 | -0.7 | 3 | -12 | -51 | 4 | 18 | -4.3
O=C(Nc1ccc(Cl)cc1C(=O)NCCN1CCOCC1)c1ccc(Cl)cc1Cl | 1.5 | 2.0 | -3 | · | -16 | -7 | · | -5 | -6 | -0.1
CCOc1ccc(Br)cc1S(=O)(=O)N1CCC(C(=O)O)CC1 | 2.4 | 3.3 | 0 | -2.7 | -7 | -17 | 10 | 4 | -6 | -0.6
S=C(c1ccc(-c2cc(Cl)ccc2Cl)o1)N1CCOCC1 | 4.6 | 0.9 | -9 | -2.0 | 2 | -12 | -17 | 3 | 8 | 0.8
COc1ccccc1N1C(=O)CC(N2CCN(c3ccc([N+](=O)[O-])cc3)CC2)C1=O (stereo unspecified) | -0.3 | 3.6 | 0 | 0.4 | -13 | 3 | 19 | 5 | -2 | -1.8
CCCC(=O)Nc1nnc(S(=O)(=O)N2CCCC2)s1 | -2.5 | 2.8 | 2 | -0.3 | -1 | -18 | 2 | -9 | -1 | -1.3
Cc1cccn2cc(-c3cc4ccccc4oc3=O)nc12 | -1.6 | 1.5 | -1 | -0.8 | 0 | -6 | 1 | 2 | 4 | 0.0
CCOc1ccc(NC(=O)CCc2c(C)nn(-c3ccc(N4CCCCC4)nn3)c2C)cc1 | 3.2 | -0.4 | 0 | -2.6 | 2 | 0 | 11 | -7 | 9 | -2.0
O=C(CSc1ccccn1)N1CCOCC1 | 1.0 | 4.0 | 1 | -1.1 | -3 | -10 | -21 | 2 | · | 2.2
CC(C)c1ccc(NC(=O)c2sccc2-n2cccc2)cc1 | 4.8 | 0.3 | -13 | -0.6 | 14 | -3 | 43 | -8 | 16 | 2.3
Nc1ncnc(Oc2cccc(C(F)(F)F)c2)c1[N+](=O)[O-] | 3.8 | -0.8 | -5 | -0.9 | -3 | -15 | 14 | 8 | -1 | 0.8
O=C(c1ccc(CS(=O)(=O)c2c(Cl)cccc2Cl)o1)N1CCN(c2ccccn2)CC1 | 2.0 | -0.5 | 0 | -0.6 | -1 | -4 | 16 | 7 | -2 | -1.8
O=S(=O)(/C=C/c1ccccc1)Nc1cccc(S(=O)(=O)NC2=NCCC2)c1 | -1.0 | 3.4 | -2 | · | -10 | -12 | -21 | 0 | -2 | -0.2
COc1ccc(CNC(=O)COC(=O)/C=C/c2ccc(Cl)cc2)cc1 | -0.2 | 1.8 | -3 | -0.9 | 1 | 2 | · | -5 | 0 | 0.8
COc1cc(CCC(=O)NCCc2ccc(F)cc2)cc(OC)c1OC | 0.2 | 1.6 | -5 | -0.7 | -1 | 2 | -10 | 2 | 1 | 0.8
C=CCN(C(=O)c1ccccn1)C(C(=O)NCc1ccccc1)c1ccccc1F (stereo unspecified) | 4.0 | 3.1 | -1 | -0.2 | 0 | 0 | 4 | -9 | -1 | 2.3
Cc1ccc2c(c1)N(CC(=O)N(Cc1ccccn1)Cc1ccco1)C(=O)C(C(C)C)O2 (stereo unspecified) | -0.4 | 3.7 | -1 | -1.6 | 1 | -8 | 4 | 7 | -4 | -1.0
Cc1ccc(-c2nc(N)n(S(=O)(=O)c3ccc(C)cc3)n2)cc1 | 1.4 | 3.1 | -1 | -0.9 | -2 | 10 | -11 | · | 1 | 0.8
Cc1ccc(C(=O)CSc2nnnn2C(C)C)c(C)c1 | 3.0 | 0.4 | -2 | 0.7 | 1 | -11 | 31 | -5 | · | -4.8
COc1cc(NC(=O)C2CCCCC2)c(OC)cc1NC(=O)CN1CCCCC1 | -0.2 | 0.2 | -1 | -0.5 | 11 | -6 | 12 | 0 | · | 0.7
